Screening results from PubChem.
TLR9-MyD88 block: blocks human TLR9 binding to MyD88. AID 504734. Q9NR96+Q99836. inhibition, % at 4.98 µM. CHO BLA complementation TLR9-MyD88, CCF4 FRET ratio. 0.21% of 340,000 active;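 active means inhibition above the mean over all tested compounds plus 3 SD, cut at about 21% in these data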;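 further: 0% = DMSO only wells and 100% = clavulanate BLA inhibitor control wells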
COUP-TFII inh: NR2F2 (human) inhibition, primary screen | P24468 | HEK293T NGFI-A luciferase reporter, luminescence | inhibition, % at 8.6 µM | 0.7% of 370,000 active | AID 686940;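 active means inhibition above a per-plate cutoff, mean inhibition of test wells between control levels plus 3 SD, cut at about 38% in these data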;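 further: cells cotransfected with COUP-TFII expression vector driving the NGFI-A reporter; 0% = median of COUP-TF2 test wells and 100% = reporter-only cells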
EBV LMP1 NFkB: reduces LMP1-driven NF-kappaB luciferase signal; 0.69% of 350,000 active; LMP1-induced NF-kappaB luciferase reporter cells, luminescence; inhibition, % at 12.5 µM; in the data active means inhibition above about 41%;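 further: 0% = neutral control wells and 100% = reference inhibitor control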
NOD2-RIPK2 inh: inhibitors of human NOD2-RIPK2 interaction; inhibition, % at 4.98 µM; 0.38% of 360,000 active; CHO BLA complementation NOD2-RIPK2, CCF4 ratio; O43353; in the data active means inhibition above about 21%;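 further: 0% = vehicle only and 100% = reference blocker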
NR5A2 inv ag: NR5A2 inverse agonism in reporter assay. HEK293T StAR-luciferase reporter, LRH-1 transfected, 24 h. inhibition, % at 3.6 µM. 0.13% of 360,000 active;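 active means inhibition above the mean inhibition of all tested compounds plus 3 SD, cut at about 73% in these data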;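 further: 0% = DMSO wells and 100% = reporter-only cells lacking LRH-1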
C8 TRAIL sens: caspase-8 TRAIL sensitization; NB7+C8 cells + TRAIL, ATPlite viability luminescence; inhibition (viability loss, TRAIL sensitization), % at 10 µM; AID 624354; 1% of 360,000 active;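 active means compounds causing at least 50% loss of cell viability in the single-dose screen, relative to plate controls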
NCOA2 inhibitor: inhibits human steroid receptor coactivator 2. AID 651957. inhibition, % at 9 µM. HEK293 GAL4-SRC2 luciferase reporter, luminescence. 0.17% of 370,000 active;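 active means inhibition above the mean inhibition of all tested compounds plus 3 SD, set per campaign, cut at about 52% in these data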;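 further: 0% = DMSO treated cells and 100% = cells given Gossypol at 36 µM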
SRC3 inh: inhibitors of human steroid receptor coactivator 3 (SRC3); inhibition, % at 3.6 µM; Q9Y6Q9; 0.17% of 360,000 active; HEK293 GAL4-SRC3 luciferase reporter, luminescence;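 active means inhibition above a per-campaign cutoff, the mean of all compounds plus 3 SD, cut at about 60% in these data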;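 further: 0% = DMSO-treated cells and 100% = gossypol-treated cells at 36 µM; higher means less SRC3-driven luciferase light from the GAL4 reporter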
Target sequence (Q9Y6Q9 whole entry, looked up, the tested form may be a part): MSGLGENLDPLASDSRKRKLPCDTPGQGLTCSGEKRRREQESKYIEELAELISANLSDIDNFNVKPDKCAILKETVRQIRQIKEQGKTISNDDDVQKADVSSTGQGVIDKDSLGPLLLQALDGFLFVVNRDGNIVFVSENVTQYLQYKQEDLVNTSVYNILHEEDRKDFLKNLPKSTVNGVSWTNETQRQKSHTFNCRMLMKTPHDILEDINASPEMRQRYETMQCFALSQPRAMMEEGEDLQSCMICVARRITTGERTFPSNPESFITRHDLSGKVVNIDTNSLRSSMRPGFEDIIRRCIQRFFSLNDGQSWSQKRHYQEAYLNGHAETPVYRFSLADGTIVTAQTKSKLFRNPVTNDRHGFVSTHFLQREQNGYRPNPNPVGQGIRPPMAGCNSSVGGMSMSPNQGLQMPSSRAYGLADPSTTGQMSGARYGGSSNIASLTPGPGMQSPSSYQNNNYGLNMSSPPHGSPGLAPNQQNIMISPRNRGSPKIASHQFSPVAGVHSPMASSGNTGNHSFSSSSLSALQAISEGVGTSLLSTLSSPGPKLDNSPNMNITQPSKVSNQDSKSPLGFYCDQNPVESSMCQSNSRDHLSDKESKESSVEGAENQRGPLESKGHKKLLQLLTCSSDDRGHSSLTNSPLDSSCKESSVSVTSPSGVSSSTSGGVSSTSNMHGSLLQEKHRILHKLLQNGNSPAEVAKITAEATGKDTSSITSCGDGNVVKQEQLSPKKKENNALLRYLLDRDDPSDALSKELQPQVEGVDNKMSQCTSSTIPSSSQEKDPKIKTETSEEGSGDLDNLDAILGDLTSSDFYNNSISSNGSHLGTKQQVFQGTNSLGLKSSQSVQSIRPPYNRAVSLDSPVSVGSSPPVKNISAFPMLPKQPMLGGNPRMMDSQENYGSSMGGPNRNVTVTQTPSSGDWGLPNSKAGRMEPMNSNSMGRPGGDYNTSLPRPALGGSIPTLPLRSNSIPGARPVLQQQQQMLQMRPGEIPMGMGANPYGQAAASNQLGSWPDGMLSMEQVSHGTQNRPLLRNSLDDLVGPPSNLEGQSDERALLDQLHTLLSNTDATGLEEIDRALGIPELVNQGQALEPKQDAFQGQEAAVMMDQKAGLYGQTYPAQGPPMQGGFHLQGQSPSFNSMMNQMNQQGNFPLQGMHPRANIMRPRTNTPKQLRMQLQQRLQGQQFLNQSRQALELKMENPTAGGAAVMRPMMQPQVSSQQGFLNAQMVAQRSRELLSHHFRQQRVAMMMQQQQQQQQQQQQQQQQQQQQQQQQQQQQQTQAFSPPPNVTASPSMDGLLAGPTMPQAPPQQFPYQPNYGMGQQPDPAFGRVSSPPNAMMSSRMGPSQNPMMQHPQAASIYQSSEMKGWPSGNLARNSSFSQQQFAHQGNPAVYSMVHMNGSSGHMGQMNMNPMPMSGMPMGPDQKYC
TWEAK-Fn14 inh: blocks TWEAK-Fn14 interaction in a reporter cell assay | AID 1159606 | TWEAK-stimulated Fn14 reporter cells, luciferase luminescence, 8 h | inhibition, % at 10 µM | 2% of 360,000 active; in the data active means inhibition above about 50%
NCOA1 inh: human NCOA1 inhibition. 0.12% of 360,000 active. inhibition, % at 3.6 µM. Q15788. HEK293 GAL4-SRC1 luciferase reporter, luminescence;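 active means inhibition above the campaign mean plus 3 SD, with each screening campaign given its own cutoff, cut at about 60% in these data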;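 further: 0% = DMSO treated cells and 100% = gossypol at 36 µM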
TROY signal inh: TROY signaling inhibition; Q293 LMP1-TROYcd NF-kB luciferase reporter, 4 h; inhibition, % at 10 µM; 0.98% of 360,000 active; AID 1347056;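 active means compounds whose plate-normalised and pattern-corrected inhibition of the luciferase reporter signal at the single screening dose is 50% or more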
Starred values were filed as active, the others as inactive; . = not tested or not shown. Not all compounds are listed; count on the stated rates, not on these rows.

smiles	TLR9-MyD88 block	COUP-TFII inh	EBV LMP1 NFkB	NOD2-RIPK2 inh	NR5A2 inv ag	C8 TRAIL sens	NCOA2 inhibitor	SRC3 inh	TWEAK-Fn14 inh	NCOA1 inh	TROY signal inh
COc1ccc(O)c(C2=Nc3ccccc3N=C(c3ccco3)C2)c1	16.1	-0.1	-1.2	-5.3	-41.2	11.9	-24.0	-1.4	46.5	-7.2	-23.9
O=C(CN1C(=O)COc2ccccc21)NC1CCCC1	1.0	7.9	-3.1	6.3	1.4	-13.3	10.1	7.5	18.6	6.2	5.6
N#CC1=C(SCC(=O)NCc2ccccc2)NC(=O)CC1c1ccco1 (stereo unspecified)	1.1	-15.3	-15.6	-8.0	-15.0	3.7	-9.9	26.5	0.2	7.4	-15.0
CC(=O)c1c[nH]c(C(=O)NCc2ccccc2Cl)c1	-10.2	11.3	-7.7	-1.6	22.6	4.9	-13.3	-7.2	-7.2	11.1	-3.3
COc1cc(C2C(C#N)=C(N)Oc3cc4c(cc32)OCO4)cc(OC)c1OC (stereo unspecified)	6.8	-60.6	7.1	-8.7	13.7	-48.9	-15.1	21.4	-2.3	-27.6	28.2
COc1ccc(C2C(C#N)=C(N)Oc3n[nH]c(C)c32)cc1Cn1cc([N+](=O)[O-])cn1 (stereo unspecified)	-1.7	-0.8	-17.0	-15.1	-6.1	-11.6	15.5	-4.7	1.7	-1.3	-8.0
COc1c(S(=O)(=O)Nc2cccnc2)ccc(Cl)c1Cl	0.1	1.1	-3.3	3.8	-1.6	-16.2	-4.0	22.8	6.8	1.4	-0.5
CCc1c(C)nc2ncnn2c1Nc1ccc(C)cc1	-2.6	16.7	6.0	3.4	-0.2	1.7	-7.1	-8.2	-2.2	13.9	-2.1
Cc1cc2nc[nH]c2cc1[N+](=O)[O-]	-6.7	19.6	2.6	-8.5	-13.2	-5.7	10.7	-3.8	3.2	-1.5	11.1
CCCCOC(=O)c1ccc(NC(=O)CSC2=Nc3ccccc3C3CC=NN23)cc1 (stereo unspecified)	0.7	2.4	4.7	-12.9	-3.5	-16.2	6.7	-2.5	-5.1	4.3	0.5
O=C(Nc1cccnc1)c1cccc(S(=O)(=O)N2CCOCC2)c1	-4.9	-0.1	-8.4	1.2	22.9	-6.0	8.0	-8.4	-8.7	3.3	24.4
COc1ccc(Cl)cc1NC(=O)CNCC(c1ccccc1)N(C)C (stereo unspecified)	1.4	21.5	2.2	6.0	24.3	3.3	-11.9	5.6	-2.2	2.1	-1.1
COc1ccccc1NS(=O)(=O)c1cccc(NC(=O)NC2CCCCC2)c1	4.8	6.4	0.8	2.8	-23.1	8.1	16.2	10.6	49.1	-10.3	18.9
O=C(NCCCN1CCOCC1)c1ccccc1NS(=O)(=O)c1ccc(F)cc1	-2.2	-0.8	2.3	-12.3	1.7	3.5	-29.7	1.8	-3.8	6.6	-10.1
FC(F)(F)c1cccc(-c2ccc(/C=N/Nc3nncc(-c4ccccc4)n3)o2)c1	4.0	8.4	-10.6	-4.4	-17.9	0.1	-24.2	-3.5	14.8	-1.7	1.6
O=C(CN1C(=O)NC2(CCCC2)C1=O)Nc1cccc(Cl)c1	-17.9	1.6	-3.2	-6.3	11.1	6.3	-7.0	-5.4	8.4	-18.9	0.5
C=C1CN(CC(=O)OC)S(=O)(=O)c2ccccc21	1.5	-8.7	-1.0	1.1	-41.5	-2.3	-60.1	-17.6	3.9	-29.6	-37.6
COC(=O)CCCC[C@@H]1SC[C@@H](NC(=O)OC)[C@@H]1NC(=O)OC	-4.3	-5.4	53.4*	0.6	4.6	7.3	15.2	6.7	6.3	-5.8	-16.2
N#Cc1nc(Cc2cccc3ccccc23)oc1N1CCC(C(N)=O)CC1	-0.4	-2.4	-2.1	3.7	1.9	-6.5	-26.8	-6.3	-1.4	-1.0	-2.9
CCOc1ccc(C(=O)NCC(=O)NCCCn2nc(C)cc2C)cc1OCC	-7.7	-10.7	-0.9	-7.7	1.7	-33.5	19.3	2.9	6.2	-19.2	9.1

Compound profiles (already shown). Order of values: TLR9-MyD88 block	COUP-TFII inh	EBV LMP1 NFkB	NOD2-RIPK2 inh	NR5A2 inv ag	C8 TRAIL sens	NCOA2 inhibitor	SRC3 inh	TWEAK-Fn14 inh	NCOA1 inh	TROY signal inh
`COc1ccc(C2C(C#N)=C(N)Oc3n[nH]c(C)c32)cc1Cn1cc([N+](=O)[O-])cn1` (stereo unspecified) in the list: -1.7	-0.8	-17.0	-15.1	-6.1	-11.6	15.5	-4.7	1.7	-1.3	-8.0
`N#CC1=C(SCC(=O)NCc2ccccc2)NC(=O)CC1c1ccco1` (stereo unspecified) in the list: 1.1	-15.3	-15.6	-8.0	-15.0	3.7	-9.9	26.5	0.2	7.4	-15.0
`COc1cc(C2C(C#N)=C(N)Oc3cc4c(cc32)OCO4)cc(OC)c1OC` (stereo unspecified) in the list: 6.8	-60.6	7.1	-8.7	13.7	-48.9	-15.1	21.4	-2.3	-27.6	28.2

Other entries.
smiles	TLR9-MyD88 block	COUP-TFII inh	EBV LMP1 NFkB	NOD2-RIPK2 inh	NR5A2 inv ag	C8 TRAIL sens	NCOA2 inhibitor	SRC3 inh	TWEAK-Fn14 inh	NCOA1 inh	TROY signal inh
CCOC(=O)c1c(NS(=O)(=O)c2ccc(Br)cc2)sc2c1CCC2	-17.1	5.5	0.4	0.1	-33.3	-2.2	15.2	12.3	-12.2	-11.7	-1.0
COc1ccc(C(=O)Nc2c(N)nc(SCC(=O)NCC3CCCO3)[nH]c2=O)cc1OC (stereo unspecified)	3.3	-25.8	4.8	-7.1	2.2	-20.8	3.7	20.5	-7.1	-22.3	6.1
CC(=O)Nc1ccc2nc(C3CCCCC3)[nH]c2c1	-5.6	-1.9	-4.1	0.4	-22.8	-9.7	-3.1	3.6	-13.1	-24.4	-18.0
CCC(COC(=O)Nc1cccc(C)c1)NC(=O)OCC(C)C (stereo unspecified)	10.0	-22.0	-4.6	-4.9	-52.4	13.6	-25.8	-20.8	-27.7	-48.6	-33.6
Cc1nc(CN(C)C(=O)CC2C(=O)NCCN2Cc2ccc(F)cc2)cs1 (stereo unspecified)	-0.1	11.0	0.6	-3.7	5.1	-5.5	-0.7	7.1	-0.5	-3.6	-8.6
CCc1nnc(NC(=O)c2cc3c(s2)CCCCC3)s1	8.3	-9.4	-14.8	-3.6	-48.2	38.1	-28.0	-37.4	19.9	-67.7	-10.7
O=C(c1ccc(CS(=O)Cc2ccccc2Cl)o1)N1CCN(C2CCCCC2)CC1 (stereo unspecified)	3.5	13.8	-4.7	4.5	-5.3	7.4	-7.8	4.6	4.3	14.4	0.4
C=C[C@H](CC(C)C)N(Cc1ccccc1)S(=O)(=O)N(Cc1ccc(OC)cc1)[C@H](C=C)CC(C)C	-1.3	8.0	-28.9	-4.4	-25.8	23.6	-15.2	3.6	5.7	-3.4	4.9
Cc1ccccc1C[n+]1cccc2ccccc21	4.1	-5.4	1.2	-4.6	2.2	-6.9	-10.5	-8.4	-9.5	-2.6	-3.3
Cc1nn(Cc2ccccc2)c(C)c1NC(=O)c1cc(-c2cccs2)on1	-9.0	4.9	0.4	-3.6	6.2	-5.0	-15.9	7.8	-6.0	14.4	10.0
CCCCn1c(Cc2ccccc2)nnc1SCC(=O)N1CCOCC1	-7.6	-11.9	0.4	1.4	-3.0	-19.5	6.6	6.2	-13.9	-0.1	-4.5
CCOc1ccc(S(=O)(=O)Nc2ccc(C(=O)NNC(=O)c3ccncc3)cc2)cc1	4.0	0.3	-2.1	1.0	4.7	-5.4	-16.9	-7.9	-7.6	-9.6	1.4
C#CCOCCOCCOCCNc1nc(N2CCN(C(=O)[C@H]([C@@H](C)CC)n3cc([C@@H](N)Cc4ccc(O)cc4)nn3)CC2)nc(N2CCN(C(=O)[C@H](Cc3cc4ccccc4[nH]3)n3cc([C@@H](N)CC(C)C)nn3)CC2)n1	-2.1	.	3.4	-7.7	-4.6	-13.5	.	-7.7	-2.0	-2.8	-4.4
O=C(CSc1nn(-c2ccccc2)c(=S)s1)Nn1cnnc1	-9.7	-2.8	-7.3	-10.6	1.0	3.8	-9.8	14.7	2.3	-0.2	-15.1
c1ccc(NCCc2ccccn2)cc1	1.1	-19.9	-9.8	-9.6	-57.5	-15.7	-48.4	-25.8	3.2	-50.9	-14.3
COc1ccc(NC(=O)CCS(=O)(=O)c2ccc3c(c2)oc(=O)n3C)cc1	8.7	15.2	-5.6	-12.0	-6.7	-7.5	18.8	5.0	5.1	-20.8	-17.4
O=[N+]([O-])/C=C1\C=CC=CN1Cc1ccc(Cl)cc1	-12.7	-0.5	.	-4.9	-22.4	-16.7	-16.7	12.0	-0.7	-6.5	20.8
Cc1cc(NC(=O)COC(=O)c2ccc(S(=O)(=O)C(F)F)cc2)n(-c2ccccc2)n1	11.3	-19.7	5.7	-3.5	-0.3	-7.4	9.7	1.0	5.1	-21.9	-33.6
CC(C)C(NS(=O)(=O)c1ccc2c(c1)C(C)(C)C(=O)N2C)C(=O)NCc1ccccc1Cl (stereo unspecified)	-3.5	-18.8	-1.1	-1.2	6.2	5.9	-12.7	-4.2	5.9	-5.1	-3.7
CCOC(=O)c1cccc(NC(=O)c2ccc3c(c2)OCO3)c1	1.7	-23.4	-19.6	-8.3	-69.0	28.4	-31.1	-63.6	-30.6	-70.0	-32.2
CCOC1=C2CN(S(=O)(=O)c3ccc(C)cc3)[C@H](c3ccccc3)C[C@H]2n2c(=O)n(-c3ccccc3)c(=O)n2C1	.	-2.5	.	-4.9	-9.4	-0.6	-13.7	17.3	1.7	13.8	-24.2
CC1Cc2cc(/C(O)=C3/C(=O)C(=O)N(CCN4CCOCC4)C3c3ccc(C(C)C)cc3)ccc2O1 (stereo unspecified)	.	7.3	-0.7	-5.8	-8.2	-16.4	-8.3	12.6	-19.6	-5.6	12.3
CC(C)CCNC(=O)c1cccc(C(=O)NCCC(C)C)c1	6.0	3.6	-12.9	-5.7	-2.5	-4.2	17.6	7.3	-8.8	-1.0	-22.7
